Screening results from PubChem.
TMEM16A inh = blocks the mouse calcium-activated chloride channel TMEM16A; Q8BHY3; HEK293 TMEM16A/YFP iodide influx fluorescence, ionomycin; normalized B-score (activity score, 25-100; higher = stronger inhibition) at 10 µM; 1.2% of 310,000 active; AID 588511;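 active means ratio plate-corrected score three or more library SD toward inhibition, starting fluorescence score within five deviations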;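 further: score derived from kinetic fluorescence span divided by baseline fluorescence per well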
RGS4 pot = RGS4 potentiation or activation. HEK293 M3R/inducible RGS4, carbachol calcium flux Fluo4; active compounds read low. B-score at 10 µM. 0.92% of 310,000 active. AID 463111;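 active means B-score of the integrated calcium signal more than 4 SD below the library mean, with starting fluorescence not abnormally high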;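 further: negative B-score means reduced calcium response which marks RGS4 activation or potentiation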
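Reagent: ECmax carbachol challenge; Test system: M3R-expressing HEK293 line, RGS4 induced by doxycycline; Schedule: overnight RGS4 induction, 30 min dye load 37 °C, 20 min compound RT; Detection: calcium dye Fluo4 fluorescence; Read-out: Agonist-evoked peak-minus-minimum fluorescence over baseline, integrated ratio, B score.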
TMEM16A act = mouse TMEM16A channel activation, primary screen; 0.3% of 340,000 active; B-score at 10 µM; HEK293 TMEM16A/YFP-H148Q/I152L, iodide quench fluorescence; active compounds read low; AID 623877;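 active means fluorescence-ratio B-score plate-corrected deviation score at least 3 library SD below zero, with starting fluorescence score within 5 deviations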;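 further: channel opened by trigger with iodide after compound preincubation; score built on the fluorescence ratio of max minus min over baseline; more negative score means more quench and so TMEM16A activation or potentiation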
MrgX1 allo act = allosterically activates human MrgX1 receptor signaling; 0.63% of 310,000 active; MrgX1-HEK293, Fluo-4 calcium flux, FDSS; active compounds read high; Q96LB2; AID 588675; B-score at 10 µM;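 active means plate-corrected calcium response at least 3 library SD above typical, normal starting fluorescence, not activating the receptor alone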;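 further: compound read alongside a low EC10 to EC30 dose of BAM8-22 agonist; peak minus trough fluorescence over baseline measured at the second addition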
KCNK9 inh = blocks the human KCNK9 two-pore domain potassium channel; Q9NPC2; HEK293 KCNK9, FluxOR thallium flux fluorescence; active compounds read low; B-score at 10 µM; 1.2% of 310,000 active;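 active means ratio B-score over 3 SD below the library mean, with starting fluorescence within 5 SD of its mean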;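 further: negative B-score means less thallium flux so channel inhibition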
KCNQ1 block = human KCNQ1 channel inhibition; B-score at 10 µM; P51787; CHO-K1 KCNQ1, FluxOR thallium flux fluorescence; active compounds read high; 1.3% of 310,000 active;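 active means compounds whose thallium flux B-score, printed positive for inhibition, exceeds three library SD while starting fluorescence stays within three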;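 further: channel opened by potassium depolarization with thallium stimulus after 20 min compound exposure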
Target sequence (P51787 whole entry, looked up): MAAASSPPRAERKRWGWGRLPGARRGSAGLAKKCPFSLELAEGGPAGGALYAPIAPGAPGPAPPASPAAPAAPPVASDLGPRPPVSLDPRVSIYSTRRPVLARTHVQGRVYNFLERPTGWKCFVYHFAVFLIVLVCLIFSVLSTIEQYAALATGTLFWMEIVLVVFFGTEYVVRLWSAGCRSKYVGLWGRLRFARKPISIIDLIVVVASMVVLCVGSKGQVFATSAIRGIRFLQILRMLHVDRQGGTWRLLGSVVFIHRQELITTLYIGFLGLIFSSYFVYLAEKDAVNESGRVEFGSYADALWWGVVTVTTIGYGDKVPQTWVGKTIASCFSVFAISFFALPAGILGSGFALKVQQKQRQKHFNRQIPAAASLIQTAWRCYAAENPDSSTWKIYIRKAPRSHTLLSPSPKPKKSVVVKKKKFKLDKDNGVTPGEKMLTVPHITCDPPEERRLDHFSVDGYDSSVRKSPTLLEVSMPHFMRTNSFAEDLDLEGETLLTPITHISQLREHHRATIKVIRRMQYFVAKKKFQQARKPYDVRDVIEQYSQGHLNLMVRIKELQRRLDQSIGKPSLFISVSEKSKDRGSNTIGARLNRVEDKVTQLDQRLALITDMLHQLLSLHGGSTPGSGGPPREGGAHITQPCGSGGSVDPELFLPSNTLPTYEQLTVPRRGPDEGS
RGS4 block = inhibitors of human RGS4. B-score at 10 µM. 0.45% of 310,000 active. HEK293 M3R/RGS4 inducible, Fluo-4 calcium flux; active compounds read high; triggered by carbachol at its EC20. P49798. AID 463165;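 active means B-score, a plate-corrected calcium signal, over three deviations above library mean, with baseline fluorescence within five deviations of library mean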;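 further: RGS4 expression induced by doxycycline in cells with stable M3 receptor; B-score is computed from the integrated fluorescence ratio over baseline after carbachol; higher B-score means a larger calcium signal and so more RGS4 inhibition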
hERG protect = compounds protecting human hERG from proarrhythmic drug block. Q12809. CHO-hERG, FluxOR thallium flux, dofetilide IC70 present. activation (rescue from dofetilide block), less the hit threshold, % at 10 µM. 0.51% of 310,000 active. AID 1511;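 active means activation above the mean of controls blocked by dofetilide plus 5 SD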;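 further: thallium influx through hERG after potassium depolarization seen as dye fluorescence rise; in these data hits start at about 4.7%; inactives centre near -7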
KCNQ1 act = potentiators or activators of human KCNQ1 potassium channel; CHO-K1 KCNQ1, thallium flux FluxOR fluorescence; active compounds read high; B-score at 10 µM; AID 2648; 0.35% of 310,000 active; P51787;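 active means fluorescence ratio B-score, a plate-corrected score, at least three library SD, with initial intensity B-score within 5 SD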
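System: CHO-K1 cells stably expressing KCNQ1 / Medium: assay buffer for compound exposure, DMSO matched across wells / Reagent: thallium- and potassium-containing depolarizing buffer / Compound: one concentration, matched DMSO / Incubation: 20 min compound pretreatment at room temperature / Measured by: kinetic FluxOR fluorescence, 10 s baseline plus 110 s post-stimulus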
MrgX1 agonist = activates human MrgX1 receptor signaling; 0.44% of 310,000 active; MrgX1-HEK293 cells, Fluo-4 calcium fluorescence, agonist mode; active compounds read high; B-score at 10 µM; AID 588627;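 active means calcium response B-score plate-corrected fluorescence ratio at least 3 library SD, with starting fluorescence B-score inside 5 SD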
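Test system: HEK293 cells stably expressing human MrgX1 receptor; Input: fifteen thousand cells per well; Dosing: compound delivered in addition one of three; Schedule: overnight seeding, then 1 h dark dye loading; Technique: Fluo-4 NW calcium fluorescence; Measure: B-scored fluorescence response ratio; Controls: positive and negative controls per plate.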
KCNK3 inh = human KCNK3 channel inhibition, primary screen. O14649. CHO-KCNK3 thallium flux, FluxOR fluorescence; active compounds read low. B-score at 10 µM. 0.84% of 340,000 active;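 active means B-score under library mean minus 4 SD, starting fluorescence ratio at most library mean plus 5 SD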;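 further: more negative B-score means stronger inhibition of thallium flux through KCNK3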
Target sequence (O14649 whole entry, looked up): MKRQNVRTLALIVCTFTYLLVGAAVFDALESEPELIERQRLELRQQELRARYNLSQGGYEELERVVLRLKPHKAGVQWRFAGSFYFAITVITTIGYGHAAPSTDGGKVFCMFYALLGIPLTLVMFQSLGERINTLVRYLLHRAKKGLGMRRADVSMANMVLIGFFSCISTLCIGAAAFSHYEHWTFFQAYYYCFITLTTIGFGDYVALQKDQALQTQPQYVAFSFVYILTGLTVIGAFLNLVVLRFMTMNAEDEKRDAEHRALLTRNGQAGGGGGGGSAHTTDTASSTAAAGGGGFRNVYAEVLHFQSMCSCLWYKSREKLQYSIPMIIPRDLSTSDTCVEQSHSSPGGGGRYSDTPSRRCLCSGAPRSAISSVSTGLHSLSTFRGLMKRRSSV
Starred values were filed as active, the others as inactive; i = inactive; x = no result given.

SMILES	TMEM16A inh	RGS4 pot	TMEM16A act	MrgX1 allo act	KCNK9 inh	KCNQ1 block	RGS4 block	hERG protect	KCNQ1 act	MrgX1 agonist	KCNK3 inh
CC1CCC(NC(=O)C(NC(=O)c2ccccc2)C(C)C)CC1 (centres undefined)	i	i	i	i	i	i	i	2	i	i	i
O=C(NC1CCCC1)C(c1ccccn1)N(C(=O)c1csnn1)C1CCCCC1 (centres undefined)	i	i	i	i	i	i	i	-14	i	i	i
CC(C)Cc1nnc(NC(=O)CCc2c[nH]c3ccccc23)s1	i	i	i	i	i	i	i	-13	i	i	i
O=C(Nc1cccc(C(F)(F)F)c1)C1CCCN1S(=O)(=O)c1cccc2cccnc12 (centres undefined)	i	i	i	i	i	i	i	-13	i	i	i
CCOc1cc(/C=N/N2C(=O)NC3(CCCCC3)C2=O)cc(Br)c1O	i	i	i	i	i	i	i	-25	i	i	i
COc1ccc(Cl)cc1NC(=O)CCN1CCN(c2ccccc2C)CC1	i	i	i	i	i	i	i	-2	i	i	i
CC(=O)Nc1ccccc1NC(=O)CN(C)S(=O)(=O)c1ccc(C)cc1	i	i	i	i	i	i	i	-7	i	i	i
CC(C)C(C(=O)OCC(=O)c1cccc([N+](=O)[O-])c1)N1C(=O)[C@@H]2[C@H]3CC[C@H](C3)[C@@H]2C1=O (some centres undefined)	i	i	i	i	i	i	i	-8	i	i	i
COc1ccc(NS(=O)(=O)c2cccc(N3CC(O)=C(c4ccccc4)C3=N)c2)cc1	i	i	i	i	i	i	i	-8	i	i	i
CCN(CC)CCCn1c2c(c(SCC(=O)Nc3cccc(C(C)=O)c3)nc1=O)CCC2	i	i	i	i	i	i	i	-7	i	i	i
CSc1ccc(CNC(=O)C(C)n2nc(C)c3c(C)n(-c4ccccc4)nc3c2=O)cc1 (centres undefined)	i	i	i	i	i	i	i	-9	i	i	i
O=C(O)c1ccc2c(c1)C(=O)N(c1ccc(/C=C/C(=O)c3ccccc3)cc1)C2=O	i	i	i	i	i	i	25*	-19	i	i	i
O=C(Nc1ccnn1C1CCN(Cc2cccc(O)c2)CC1)C1CCCC1	i	i	i	i	i	i	i	-11	i	i	i
CC(=O)/C(C#N)=C1\NC(=O)C(Cc2ccccc2Cl)S1 (centres undefined)	i	i	x	i	i	i	i	-7	i	i	i
COc1ccc([N+](=O)[O-])cc1N1C(=O)c2cccc3cccc(c23)C1=O	i	i	i	i	i	i	i	-13	i	i	i
COc1ccc(C2N(C(=O)c3ccccc3)CCN2C(=O)c2ccccc2)cc1	i	i	i	i	i	i	i	-11	i	i	i
Cc1cccc(NC(=O)CCS(=O)(=O)c2cccc3nsnc23)c1C	i	i	i	i	i	i	i	-8	i	i	i
O=[N+]([O-])c1cccc(/C([O-])=C(/C(=S)Nc2ccccc2)[n+]2ccccc2)c1	i	i	i	i	i	i	i	-10	i	i	i
CC(C)(C)[C@H]1C=C(C(=O)N2CCN(Cc3ccccc3)CC2)O[C@@H](OCCCCO)C1	i	i	i	i	i	i	i	-5	i	i	i
O/N=C/c1ccc(OCC(O)COc2ccc(/C=N/O)cc2)cc1	i	i	i	i	i	i	i	-3	i	i	i
COC(=O)c1ccc2c(=O)n(CCCCCC(=O)N3CCN(c4ccc(F)cc4)CC3)c(=O)[nH]c2c1	i	i	i	i	i	i	i	-14	i	i	i
O=C(NCCCN1CCOCC1)c1cc(-c2cccc(O)c2)on1	i	i	i	i	i	i	i	-3	i	i	i
CC(C)CC(c1nnnn1C1CCCC1)N1CCC(C(N)=O)CC1 (centres undefined)	i	i	i	i	i	i	i	0	i	i	i
COc1cc(C2C(C(=O)c3ccco3)=C(O)C(=O)N2c2cc(C)on2)ccc1OCc1ccccc1 (centres undefined)	i	i	x	i	i	i	i	-1	i	i	x
CC(=O)c1cc2c(s1)-c1cc(F)ccc1OC2	i	i	i	i	i	i	i	-10	i	i	i
COC(=O)C1C2C=CC3(CN(c4cccc(C)c4)C(=O)C13)O2 (centres undefined)	i	i	i	i	i	i	i	-4	i	i	i
C=CCc1ccccc1OCCSc1nc2ccc([N+](=O)[O-])cc2s1	i	i	i	i	i	i	i	-4	i	i	i
COc1ccc(N2CCN(C(=O)CNS(=O)(=O)c3ccc(C)c(C)c3)CC2)cc1	i	i	i	i	i	i	i	-7	i	i	i
CN(C)CCN(C(=O)CCc1ccccc1)c1nc2c(F)cc(F)cc2s1	i	i	i	i	i	i	i	-13	i	i	i
O=C(O)C1CCCCC1C(=O)N1CCCC1 (centres undefined)	i	i	i	i	i	i	i	-4	i	i	i
Cc1cc(SCC(=O)c2cccs2)n2nc(C)c(-c3ccccc3)c2n1	i	i	i	i	i	i	i	-2	i	i	i
Cc1ccc(-c2nnn(C/C(N)=N/O)n2)cc1	i	i	i	i	i	i	i	-2	i	i	i
CC(=O)Nc1ccc(S(=O)(=O)N2CCN(C(=O)c3ncoc3-c3ccccc3)CC2)cc1	x	i	i	x	i	i	i	-7	i	x	i
CCCC(=O)N(c1ccccc1)C1C=CS(=O)(=O)C1 (centres undefined)	i	i	i	i	i	i	i	-7	i	i	i
Fc1ccc(Nc2nc(-c3ccncc3)cs2)cc1	i	i	i	i	i	i	i	-12	i	i	i
c1ccc2sc(NN=C3CCCC3)nc2c1	i	i	i	i	i	i	i	-7	i	i	i
COc1cc(C(=O)NNC(=O)c2cc(C)[nH]n2)cc(OC)c1OC	i	i	i	i	i	i	i	-11	i	i	i
Cc1c(NC(=O)COC(=O)c2ccc(F)c(S(=O)(=O)N3CCOCC3)c2)c(=O)n(-c2ccccc2)n1C	i	i	i	i	i	i	i	-9	i	i	i
CCOC(=O)c1cccc(NC(=O)C2(S(=O)(=O)c3ccc(C)cc3)CC2)c1	i	i	i	i	i	i	i	-5	i	i	i
Cc1cc(C(=O)CCl)c(C)n1-c1cccc([N+](=O)[O-])c1	i	i	i	i	i	i	i	-10	11*	i	i
O=C(c1ccc(Br)c([N+](=O)[O-])c1)N1CCN(Cc2ccccc2)CC1	i	i	i	i	i	i	i	-10	i	i	i
Cc1ccc(-c2nc(CN3CCCCC3CCN3CCCC3=O)c(C)o2)o1 (centres undefined)	i	i	i	i	i	i	i	-10	i	i	i
CCCNC(=O)C(NS(=O)(=O)c1cccc2nsnc12)c1ccccc1 (centres undefined)	i	i	i	i	i	i	i	-3	i	i	i
CCN1C(=O)c2cccc3c(Cl)ccc1c23	i	i	i	i	i	i	i	-8	i	i	i
CCOC(=O)CN1CC23C=CC(O2)C(C(=O)Nc2ccc(OC)cc2OC)C3C1=O (centres undefined)	i	i	i	i	i	i	i	-6	i	i	i
O=C(CN1C(=O)c2cccc3cccc(c23)C1=O)N1CCN(c2ccccn2)CC1	i	i	i	i	i	i	i	-7	i	i	i
CC(=O)Nc1nnc(/C=C/c2cccc([N+](=O)[O-])c2)s1	i	i	i	i	i	i	i	-5	i	i	i
Cc1cc(=O)[nH]c(SCC(=O)Nc2ccccc2C)n1	i	i	i	i	i	i	i	-6	i	i	i
CCOc1cccc(OCCOCCN(C)Cc2ccccc2)c1	i	i	i	i	i	i	i	-10	i	i	i
CC(C)c1ccc(NC2CCCN(C(=O)c3cscn3)C2)cc1 (centres undefined)	i	i	i	i	i	i	i	-9	i	i	i
COc1ccc2cc(CCNC(=O)c3c(-c4ccccc4Cl)noc3C)c(=O)[nH]c2c1	i	i	i	i	i	i	i	-2	i	i	i
CC(NCc1cccn1C)c1ccccc1 (centres undefined)	i	i	i	i	i	i	i	-1	i	i	i
O=C(NCCc1ccc2c(c1)OCCO2)c1cc(F)cc(F)c1	i	i	i	i	i	i	i	-1	i	i	i
O=C(N/N=C/c1ccncc1)c1cc(Br)ccc1OCc1ccccc1	i	i	i	i	i	i	i	-11	i	i	i
Cc1ccc(NC(=O)CNCc2ccccn2)cc1S(=O)(=O)N(C)C	i	i	i	i	i	i	i	2	i	i	i
CCCCN(C)C(=O)c1nc2ccccn2c1CN1CCC[C@H]1CO	i	i	i	i	i	i	i	-3	i	i	i
CN1Cc2c(N3CCOCC3)nc(SCc3ccccc3)c(C#N)c2CC1(C)C	i	i	i	i	i	i	i	-18	i	i	i
O=C(Cn1c(N2CCN(C/C=C/c3ccccc3)CC2)nc2ccccc21)c1ccccc1	i	-8*	x	i	i	i	i	-13	i	i	x
CO/N=C/NC(=O)N1OC[C@@H]2COc3ccc4ccccc4c3[C@@H]21	i	i	i	i	i	i	i	-5	i	i	i
Cc1ccc2c(C(=O)CN3CCCCC3CCO)c(C)[nH]c2c1 (centres undefined)	i	i	i	i	i	i	i	-5	i	i	i

(cont.)
SMILES	TMEM16A inh	RGS4 pot	TMEM16A act	MrgX1 allo act	KCNK9 inh	KCNQ1 block	RGS4 block	hERG protect	KCNQ1 act	MrgX1 agonist	KCNK3 inh
COC(=O)c1cccc(NC(=O)c2cccs2)c1C	i	i	i	i	i	i	i	-12	i	i	i
CC(C)(C)[C@H]1C=C(C(=O)Nc2ccccc2)O[C@@H](OCc2ccc(CO)cc2)C1	i	i	i	i	i	i	i	-15	i	i	i
COc1ccc(C(=O)C2CCCN(Cc3c(O)cccc3OC)C2)cc1OC (centres undefined)	i	i	i	i	i	i	i	-9	i	i	i
COc1cc(/C=C2\CCCc3c2nc2ccccc2c3C(=O)O)cc(OC)c1O	i	i	i	i	i	i	i	-7	i	i	i
Cc1nc2c(nnn2Cc2ccccc2)c(=O)[nH]1	i	i	i	i	i	i	i	-3	i	i	i
CCCNc1ncnc2nc[nH]c12	i	i	i	i	i	i	i	-11	i	i	i
O=C(O)/C=C/c1ccc(S(=O)(=O)N2CCCCCC2)cc1	i	i	i	i	i	i	i	-6	i	i	i
COc1ccc(-c2cc(N)n(S(=O)(=O)c3ccc(C)cc3)n2)c(OC)c1	i	i	i	i	i	i	i	-13	i	i	i

KCNQ1 act: what is marked active above.
canonical_smiles,TMEM16A act,KCNK9 inh,KCNQ1 block,RGS4 block,KCNQ1 act,KCNK3 inh
Cc1cc(C(=O)CCl)c(C)n1-c1cccc([N+](=O)[O-])c1,i,i,i,i,11*,i

Rows are unselected; about 6.3% have a hit in one of these screens.
